Assay outcomes: PubChem BioAssay, National Center for Advancing Translational Sciences (NCATS)
Luc counter: blocks Kinase-Glo luciferase, a counter-screen artifact | Q27757 | Kinase-Glo luciferase, ATP luminescence, 8 min | Potency, µM (highest dose often 38.3 µM), inactives show at the highest dose activity change, negative = inhibition, actives largely listed as inhibitors | actives 0.28% (n = 200,000) | AID 1379; also: potency is read from the fitted curve at half-maximal effect; % is scaled to controls: 0 for no effect and ±100 for the full control effect; nearly all actives have a fitted effect of over 60% in size
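Compounds were added to a substrate mix at pH 7.2 (50 mM imidazole, 10 uM ATP, within the enzyme's linear range), followed by Kinase-Glo detection reagent; luminescence was measured after 8 minutes at ambient temperature.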
SMN2 splice up: increases expression of the SMN2 splice variant; actives 2.8% (n = 210,000); Potency, µM (doses to about 46.1 µM), for inactives: at the highest dose activity change, positive = activation, hits mostly activators; AID 1458; HEK293 SMN2-luciferase splicing reporter, luminescence, 30-36 h; also: potency is read from the fitted curve at half-maximal effect; % of control where 0% means no effect; nearly all actives have a fitted effect of over 55% in size
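HEK293 cells carry an SMN2 minigene-luciferase reporter in which exon 7 inclusion puts luciferase in frame. Cells were seeded at 2000 cells/well, attached for 10-12 hours, then exposed to compounds for 30-36 hours at 37C before ONE-Glo luminescence.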
CBFb RUNX1 block: blocks binding between human CBF-beta and RUNX1; Q01196+Q13951; AlphaScreen CBFb-His/RUNX1-biotin binding, biochemical; Potency, µM (doses to about 59.8 µM), without a hit: at the highest dose activity, negative = inhibition, usual class: inhibitors; 230,000 tested, under 10 active; AID 1477; also: % of control where 0% means no effect
Target sequence (Q01196 whole entry, looked up): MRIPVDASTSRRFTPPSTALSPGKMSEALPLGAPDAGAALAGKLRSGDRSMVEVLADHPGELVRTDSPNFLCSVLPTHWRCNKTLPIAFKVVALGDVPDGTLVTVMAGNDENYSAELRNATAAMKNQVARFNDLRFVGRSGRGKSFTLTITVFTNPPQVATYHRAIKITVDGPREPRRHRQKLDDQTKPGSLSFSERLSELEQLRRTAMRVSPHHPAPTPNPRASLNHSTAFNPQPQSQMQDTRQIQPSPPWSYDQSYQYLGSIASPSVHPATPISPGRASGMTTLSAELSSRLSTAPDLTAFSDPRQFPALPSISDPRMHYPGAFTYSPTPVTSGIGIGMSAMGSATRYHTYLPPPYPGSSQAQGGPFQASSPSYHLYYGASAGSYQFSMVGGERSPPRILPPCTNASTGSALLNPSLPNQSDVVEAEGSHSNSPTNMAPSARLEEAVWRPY
Target sequence (Q13951 whole entry, looked up): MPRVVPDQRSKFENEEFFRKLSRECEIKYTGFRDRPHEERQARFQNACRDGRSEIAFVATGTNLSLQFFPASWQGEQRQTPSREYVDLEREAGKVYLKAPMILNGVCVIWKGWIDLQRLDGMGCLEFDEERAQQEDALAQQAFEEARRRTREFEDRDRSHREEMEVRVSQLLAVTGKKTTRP
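Bead-based AlphaScreen assay; binding partners His-tagged CBF-beta and biotinylated RUNX1 at 30 nM each. Compound exposure 15 min after a 20-min protein preincubation; bead step 90 min; all steps at room temperature.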
IMPase Li cell: IMPase inhibition in cells with lithium potentiation. CHO-M1 cells, IP1 TR-FRET (IP-One), carbachol + lithium. Potency, µM (top dose mostly 59.4 µM), without a hit: at the highest dose activity, negative = IMPase inhibition, hits mostly inhibitors. actives 0.35% (n = 210,000). AID 1457;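 also: IP1 builds up when IMPase is blocked and the TR-FRET signal falls; potency is read from the fitted curve at half-maximal effect; plate controls were basal vehicle for no effect and high inhibitor control for full effect; nearly all actives have a fitted effect of over 50% in size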
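Readout is a homogeneous TR-FRET IP1 immunoassay (Ex 320, Em 665 and 620), where raised cytosolic IP1 lowers signal. Cells were CHO-M1 treated 30 min at 37C with test compounds plus a little lithium; AC50 values came from Hill-equation fitting.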
Lamin A splicing: modulators of lamin A splicing; Potency, µM (series often up to 46.1 µM), without a hit: at the highest dose ratio change, negative = inhibition, most hits filed as inhibitors; HeLa LMNA splicing GFP/RFP minigene ratio, 48 h; AID 1487; actives 0.01% (n = 200,000); active = well fitted inhibition curve with a large enough effect in the signal ratio, with a control signal flat, not every such curve was filed as active; inconclusive = small, poorly fitted or top-dose-only effect, or effect the other way, or a change in a side signal; the % refers to the signal ratio; also: potency is read from the fitted curve at half-maximal effect; % is scaled to controls: 0 for no effect and ±100 for the full control effect
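S3 HeLa cells stably expressing lamin A-EGFP splicing minigene plus DsRed2, 600 cells/well, 48 h compound exposure at 37C. Laser-scanning cytometry; analysed as GFP (500-530 nm)/RFP (575-640 nm) total intensity ratio; 0.5% DMSO vehicle.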
HttQ103 aggreg: inhibitors of mutant huntingtin aggregate formation in PC12 cells; PC12 HttQ103-GFP aggregates, Acumen cytometry, 40 h; actives 1.1% (n = 220,000); Potency, µM (series often up to 46.1 µM), for the others: at the top dose activity change, negative = inhibition, hits mostly inhibitors; also: potency is read from the fitted curve at half-maximal effect; % is scaled to controls: 0 for no effect and ±100 for the full control effect; nearly all actives have a fitted effect of over 60% in size
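Ecdysone-promoter PC12 model expressing HTT exon 1 Q103 fused to GFP, induced by tebufenozide at 100 nM final. Compounds titrated; aggregates sized 1–25 µm scored on a 488 nm laser cytometer.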
HTT ATP protect: cytoprotection in Huntington HTT-Q103 PC12 cell model | PC12 HTT-Q103 induced, cytoprotection, ATP luminescence, 40 h | Potency, µM (highest dose often 56.4 µM), without a hit: cytoprotection (ATP increase), most hits filed as activators | actives 0.14% (n = 230,000);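 also: potency is read from the fitted curve at half-maximal effect; % of control where 0% means no effect; nearly all actives have a fitted effect of over 45% in size; toxic huntingtin expression switched on by the ecdysone agonist tebufenozide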
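Readout: ATPlite luminescence (ATP level). Model: stable PC12, inducible Htt exon1 Q103-GFP. Inducer: tebufenozide, 100 nM final. Compounds: dose series. No G418 in medium.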
The depositor's hits bear a star; ? = inconclusive; . = not tested or not shown; [ ] = another dose, or the depositor's remark. Unless noted, calls follow the shape of the dose curve; as a rule, active = well fitted curve in the direction sought with a large enough effect; inconclusive = small, poorly fitted or top-dose-only effect, or another doubt; inactive = no such curve, though single readings can be large; an effect the other way counts as inactive or inconclusive. No enrichment for hits. Share with any hit: about 4%.

SMILES | Luc counter | SMN2 splice up | CBFb RUNX1 block | IMPase Li cell | Lamin A splicing | HttQ103 aggreg | HTT ATP protect
COc1cccc(C(=O)N2CCC(N3CC(C)OC(C)C3)CC2)c1 (stereo not given) | -1% | -22% | 6% | 7% | -5% | -19% | 48%[0.074 µM]
COc1cc(CNc2ccc3[nH]c(=O)[nH]c3c2)cc(Br)c1OCC(=O)NC(C)(C)C | -1% | -9% | -30% | 63%[activator][38.3 µM] | ? | ? | .
Cc1cc(/C=C(\C#N)C(=O)NCc2cccs2)c(C)[nH]1 | 2% | . | 1% | 14% | . | -10%[9.22 µM] | -21%[10 µM]
Cc1c(C(C)O)nnn1-c1nonc1N (stereo not given) | -1% | -10% | 3% | -7%[38.3 µM] | 3% | -5% | 11%
CCNC(=O)N1CCCC(C(=O)c2ccc3cc(OC)ccc3c2)C1 (stereo not given) | 0% | . | 5% | 3% | 17%[46 µM] | -21%[9.22 µM] | -18%[10 µM]
COc1cc(NC(=O)CSc2nnc(-c3ccncc3)n2C2CCCCC2)ccc1NC(=O)c1ccco1 | 1% | -13% | -8% | 19%[38.3 µM] | 4% | -10%[9.22 µM] | -7%
O=C(NCCN1CCN(C(=O)NC2CCCCC2)CC1)NC1CCCCC1 | -2% | 2% | -3% | -11%[38.3 µM] | 4% | -4% | 10%
CCCN1CCC(NC(=S)Nc2cccc(Cl)c2Cl)CC1 | 0% | -1% | 20% | -10% | . | -5% | .
Cc1ccc2c(C)c(C(=O)NCc3ccc(S(N)(=O)=O)cc3)oc2c1C | 2% | . | -9% | -19% | . | 0%[9.22 µM] | -25%[10 µM]
CC1Cc2cc(/C(O)=C3/C(=O)C(=O)N(Cc4ccco4)C3c3cccs3)ccc2O1 (stereo not given) | 0% | 20% | 2% | ? | -10% | 6% | -21%
CCOC(=O)c1cn(CC)c2cc(Cl)c([N+](=O)[O-])cc2c1=O | 2% | 5% | 0% | -2% | -5% | -1% | -10%[10 µM]
Cn1c(SCC(=O)N2CCOCC2)nnc1-c1ccc2ncccc2c1 | . | . | 6% | . | . | -32%[9.22 µM] | -13%[10 µM]
O=c1[nH]c2ccccc2n2c(-c3ccncc3)nnc12 | -4% | -5% | -3% | -11%[38.3 µM] | 7% | -10% | -2%
O=C(NC(=S)N1CCN(C(c2ccccc2)c2ccccc2)CC1)c1ccc(S(=O)(=O)N2CCOCC2)cc1 | 1% | -12% | 2% | -1% | -6% | 8% | 31%[1.9 µM]
CN(C)c1nc2c(c(N)nn2-c2ccc(Cl)cc2)c(=O)o1 | -3% | -13% | 3% | 4%[38.3 µM] | 3% | 17% | -1%
Cc1ccc(S(=O)(=O)N2CCCCC2)cc1NC(=O)COC(=O)c1ccc(O)cc1 | 2% | 10% | 1% | 23% | -24%[46 µM] | 6% | 8%[10 µM]
COc1ccc(NC(=S)NNS(=O)(=O)c2ccc3ccccc3c2)c(OC)c1 | 1% | -2% | -7% | -4% | -7%[46 µM] | 1%[9.22 µM] | 24%[10 µM]
CCCN(S(=O)(=O)c1ccc(OCC)cc1)S(=O)(=O)c1cccs1 | 4% | -16% | -1% | 13% | -9% | -6% | -12%[10 µM]
O=[N+]([O-])c1ccc2ncccc2c1CCc1c([N+](=O)[O-])ccc2ncccc12 | -2%[7.66 µM] | 5%[9.22 µM] | . | -7% | . | . | 4%[10 µM]
Cn1c(N)c(C(=O)COC(=O)C2CCC(C(C)(C)C)CC2)c(=O)n(C)c1=O (stereo not given) | -4% | 2% | -2% | 42%[activator][38.3 µM] | -4% | -24% | -39%[inhibitor]
Clc1ccc(Nc2ncnc3c2nnn3Cc2ccccc2)cc1 | . | . | 12% | . | . | -1%[9.22 µM] | -7%[10 µM]
CCCCC(CC)CNC(=O)c1ccc2c(c1)OCO2 (stereo not given) | 1% | 12% | 8% | 12%[38.3 µM] | -6% | -24% | -9%[10 µM]
Cn1c(=O)c(-c2ccc(Cl)cc2)nc2cnc(N3CCNCC3)nc21 | . | . | . | 15% | ? | . | -24%
COc1ccc(NC(=S)NN2C(C)CCCC2C)cc1 (stereo not given) | . | . | -4% | . | -3% | -23% | 10%[10 µM]
O=C(CC1(c2ccc(Cl)cc2)C2CC3CC(C2)CC1C3)NCCO (stereo not given) | -3% | 15% | -18% | -14% | . | -2% | -62%[inhibitor]

Continuation.
SMILES | Luc counter | SMN2 splice up | CBFb RUNX1 block | IMPase Li cell | Lamin A splicing | HttQ103 aggreg | HTT ATP protect
COc1ccc(-c2noc(CSc3nc4sc(C)c(C)c4c(=O)n3-c3ccccc3)n2)cc1 | 1% | 0% | 0% | -16% | -7% | 1% | -1%[1.9 µM]
CCN1CCCC(OC(=O)c2cc(-c3ccc(C)cc3)nc3ccccc23)C1 (stereo not given) | 1% | 5% | 5% | -8% | . | -9% | -94%[inhibitor]
CC(C1CC1)N(C(=O)NC1CCS(=O)(=O)C1)c1ccccc1 (stereo not given) | -6% | -1% | 2% | 1%[38.3 µM] | 6% | 12% | 9%
COc1ccccc1NC(=O)Nc1nnc(-c2ccco2)s1 | -3% | 1% | -3% | -23%[38.3 µM] | -3% | -13% | -19%
Cc1ccc(-n2c3c(cc(C(=O)Nc4cccc(C)n4)c2=O)C(=O)CCC3)cc1 | 3% | 7% | 17% | 1%[38.3 µM] | -14% | ? | -11%
CCOC(=O)c1cc(CC)sc1NC(=O)CC1Sc2ccc(C(F)(F)F)cc2NC1=O (stereo not given) | 1% | -20% | -13% | 1% | -4% | ? | -69%[inhibitor][10 µM]
COc1ccc(-c2nn(-c3ccccc3F)cc2CNCCn2nc(C)cc2C)cc1 | -1% | . | 3% | 19% | ? | 8%[9.22 µM] | 22%[10 µM]
CSc1nc(Oc2ccc3ccccc3c2)c2ccccc2n1 | 2% | -41%[inhibitor] | 2% | 49%[activator][38.3 µM] | -17% | 10µM* | -24%[10 µM]
Cc1occc1C(=O)Nc1ccc(Br)cc1F | -12% | 19% | 3% | 9%[38.3 µM] | 16% | 0% | -21%
COc1ccc(Oc2cnc3ccccc3n2)cc1 | 0% | 19% | -3% | -2% | 11%[46 µM] | 11µM* | -30%
CN(C)/C=N/c1ncc(C(=O)OC(C)(C)C)s1 | 2% | 16% | ? | 26% | . | 3% | -25%
COC(=O)Nc1cc(C(F)(F)F)ccc1N1CCN(c2ccccc2)CC1 | -2% | 14% | 3% | 17%[38.3 µM] | 1% | ? | -46%[inhibitor][10 µM]
CC(C)(C)[C@H]1C=C(C(=O)N2CCOCC2)O[C@@H](OCCCCO)C1 | . | . | 6% | -14% | . | -5%[9.22 µM] | 27%[10 µM]
O=S(=O)(c1ccccc1F)N1CCN(c2nc3ccccc3s2)CC1 | -3% | . | 5% | 7% | 2%[46 µM] | 1%[9.22 µM] | 19%[10 µM]
O=C1CCCC2(O)C1C(c1cccc(Br)c1)NC(=O)N2Cc1ccccc1 (stereo not given) | . | . | 5% | . | ? | 8% | -2%[10 µM]
Cc1ccc(NC(=O)/C=C/c2ccc(Cl)cc2)nc1 | -1% | 28% | -2% | 10% | ? | . | .
Cc1cc2nnc(SC(C)C)n2c2ccccc12 | -1% | -2% | 9% | 16% | -20% | -17% | -10%[10 µM]
CCC(=O)Nc1cccc(NC(=S)NC(=O)c2ccc(Cl)cc2)c1 | 3% | ? | 2% | 4% | ? | -12% | 10%[10 µM]
O=C(CN1C2=NCCN2c2ccccc21)c1cccs1 | -2% | -7% | 0% | 6% | 8% | 5% | -6%[10 µM]
Nc1c(C(=O)NCCc2ccccc2)sc2nc(N3CCOCC3)c3c(c12)CCCC3 | 5% | -16% | 23% | -6% | . | -9% | .
O=C(C1CCN(S(=O)(=O)c2cccc3cccnc23)CC1)N1CCN(C2CCCCC2)CC1 | -1% | 1% | 10% | 12%[38.3 µM] | 1% | 15% | 14%
Cc1ccccc1OCC(O)CN1CCN(c2ccccn2)CC1 (stereo not given) | 7% | . | -4% | 8% | . | -7% | -54%[inhibitor]
COC(=O)C(NC(=O)c1ccccc1)c1ccccc1 (stereo not given) | 13% | -11% | 4% | -17%[38.3 µM] | -2% | -13% | -8%
CC1=CC2=NC(=O)CC(C)(C(=O)N(CC(=O)NC(C)(C)C)C3CCCC3)N2C=C1 (stereo not given) | 1% | -2% | 6% | -8%[38.3 µM] | -7% | -17% | -26%[10 µM]
O=C(c1cccc(C(F)(F)F)c1)c1c[nH]c(C(=O)NCCCN2CCOCC2)c1 | -3% | -30%[inhibitor] | 17% | -2% | 10%[46 µM] | -1% | -2%[10 µM]

Next part.
SMILES | Luc counter | SMN2 splice up | CBFb RUNX1 block | IMPase Li cell | Lamin A splicing | HttQ103 aggreg | HTT ATP protect
Cc1sc2nc(SCC(=O)c3cccs3)n(Cc3ccco3)c(=O)c2c1C | -1% | -47%[inhibitor] | -1% | 36%[38.3 µM] | -7% | 1% | -5%
CCOC(=O)C1CCCN(C(c2ccccn2)c2c(C)[nH]c3ccccc23)C1 (stereo not given) | 0% | 13% | 21% | 31%[activator] | . | -19% | -60%
O=C(COC(=O)c1cc(S(=O)(=O)NCc2ccccc2)ccc1O)c1cc2ccccc2o1 | . | . | -26% | . | . | 15%[9.22 µM] | 22%[10 µM]
O=C(NCCc1ccccc1)c1ccco1 | -7% | 13µM* | -17% | -1% | 4% | -16% | -5%[10 µM]
COc1ccc(S(=O)(=O)NC2(C(F)(F)F)N=C3SCCN3C2=O)cc1 (stereo not given) | 0% | -16% | -2% | 19%[38.3 µM] | 14% | 4% | -6%
CC(=O)Nc1ccc(S(=O)(=O)Nc2ccc(C(=O)NCC(=O)O)cc2)cc1 | . | . | 6% | . | . | 23%[9.22 µM] | -1%[10 µM]
O=C(/C=C/c1cccc([N+](=O)[O-])c1)Nc1cccc(NC(=O)c2cccs2)c1 | 1% | 10% | ? | 10% | ? | ? | .

Some of the entries so far, with values under each structure.
Order of values – Luc counter, SMN2 splice up, CBFb RUNX1 block, IMPase Li cell, Lamin A splicing, HttQ103 aggreg, HTT ATP protect
- COc1ccc(S(=O)(=O)NC2(C(F)(F)F)N=C3SCCN3C2=O)cc1 (stereo not given)
 : 0%, -16%, -2%, 19%[38.3 µM], 14%, 4%, -6%
- CC(=O)Nc1ccc(S(=O)(=O)Nc2ccc(C(=O)NCC(=O)O)cc2)cc1
 : ., ., 6%, ., ., 23%[9.22 µM], -1%[10 µM]
